# High-throughput results as filed in PubChem BioAssay.
# KDM5B inhibitor – inhibitors of human KDM5B histone demethylase; Q9UGL1; KDM5B demethylase, FDH-coupled NADH fluorescence (FDH is formaldehyde dehydrogenase); Potency, µM (titrated, usually from 57.7 µM), for inactives: at the highest dose activity change, negative = inhibition, actives largely listed as inhibitors; 220,000 compounds, 2.6% hits; active means well fitted inhibition curve with a large enough effect; inconclusive means small, poorly fitted or top-dose-only effect; inactive means no such curve, though single readings can be large or run the other way; further: 0% is about no effect; nearly all actives have a fitted effect of over 70% in size
# Target sequence (Q9UGL1 whole entry, looked up): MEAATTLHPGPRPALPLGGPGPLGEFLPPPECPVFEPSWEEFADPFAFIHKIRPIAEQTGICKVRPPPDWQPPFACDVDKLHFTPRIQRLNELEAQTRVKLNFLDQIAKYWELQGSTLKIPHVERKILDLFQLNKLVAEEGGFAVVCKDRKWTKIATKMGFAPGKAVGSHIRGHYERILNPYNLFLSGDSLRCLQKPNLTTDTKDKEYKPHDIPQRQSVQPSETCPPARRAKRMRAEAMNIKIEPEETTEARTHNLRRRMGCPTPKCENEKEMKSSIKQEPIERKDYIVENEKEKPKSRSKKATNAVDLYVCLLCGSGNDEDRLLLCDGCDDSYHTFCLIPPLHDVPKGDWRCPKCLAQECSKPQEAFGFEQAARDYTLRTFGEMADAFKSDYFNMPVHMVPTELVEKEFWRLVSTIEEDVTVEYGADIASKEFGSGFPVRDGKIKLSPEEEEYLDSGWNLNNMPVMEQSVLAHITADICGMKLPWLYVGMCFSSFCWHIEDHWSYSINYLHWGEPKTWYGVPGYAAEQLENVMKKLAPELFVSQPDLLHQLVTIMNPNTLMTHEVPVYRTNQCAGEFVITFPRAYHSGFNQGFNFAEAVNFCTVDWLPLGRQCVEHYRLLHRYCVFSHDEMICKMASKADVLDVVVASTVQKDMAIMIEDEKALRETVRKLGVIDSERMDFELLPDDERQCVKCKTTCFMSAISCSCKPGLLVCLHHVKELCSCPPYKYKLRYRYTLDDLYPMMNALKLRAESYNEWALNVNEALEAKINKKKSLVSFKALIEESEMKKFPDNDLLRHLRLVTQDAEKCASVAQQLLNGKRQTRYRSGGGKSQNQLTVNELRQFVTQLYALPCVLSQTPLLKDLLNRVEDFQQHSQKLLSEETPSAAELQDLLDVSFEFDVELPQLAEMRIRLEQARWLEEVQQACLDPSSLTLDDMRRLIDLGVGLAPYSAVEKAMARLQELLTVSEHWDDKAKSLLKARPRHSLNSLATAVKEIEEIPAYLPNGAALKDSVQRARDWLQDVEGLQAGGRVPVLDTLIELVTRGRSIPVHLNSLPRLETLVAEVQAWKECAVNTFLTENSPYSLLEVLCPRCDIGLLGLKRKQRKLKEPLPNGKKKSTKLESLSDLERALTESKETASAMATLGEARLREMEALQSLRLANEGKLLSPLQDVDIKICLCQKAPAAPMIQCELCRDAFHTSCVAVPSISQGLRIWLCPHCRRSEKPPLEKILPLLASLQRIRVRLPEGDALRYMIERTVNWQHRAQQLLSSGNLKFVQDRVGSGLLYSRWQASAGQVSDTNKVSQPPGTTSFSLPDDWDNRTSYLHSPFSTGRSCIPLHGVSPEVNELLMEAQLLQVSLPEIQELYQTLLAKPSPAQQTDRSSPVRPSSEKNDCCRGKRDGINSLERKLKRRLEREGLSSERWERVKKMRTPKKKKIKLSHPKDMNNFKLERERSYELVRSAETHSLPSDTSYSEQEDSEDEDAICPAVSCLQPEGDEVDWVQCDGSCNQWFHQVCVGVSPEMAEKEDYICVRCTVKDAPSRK
#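 Coupled FDH/NAD⁺ fluorescence readout. KDM5BΔAP 200 nM final; compound titration, 10 min RT preincubation; substrate mix 12.5 µM H3K4me3, 25 µM 2-OG, 50 µM Fe(II), 100 µM ascorbate, 0.25 mM NAD⁺, 0.25 U/mL FDH; ΔRFU over 30 min.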
# Active calls of the source: *; ? = inconclusive; & = joins results of further samples; [ ] = dose if it differs, or a comment. Potency means the concentration at half of the fitted maximal effect.
SMILES,KDM5B inhibitor
COc1ccc(C2C(C(=O)Nc3ccc(C)cc3C)=C(C)Nc3nc(SCc4cccc(C)c4)nn32)c(OC)c1 (centres undefined),-14.6%
CCc1ccc(OCc2nc(-c3ccc(OC)c(OC)c3)no2)c(Br)c1,?
CNC(=O)NC(=O)C(C)n1nc(C(=O)O)c2ccccc2c1=O (centres undefined),1.1%
Fc1ccc(CNC2(Cc3cc(-c4ccccn4)on3)COC2)cc1,-33.1%[86.2 µM]
CCOc1ccccc1CNC(=O)c1ncoc1-c1ccc(OC)cc1,?
Cc1cccc(NC(=O)CNC(=O)c2cc(=O)c3ccccc3o2)c1C,12.9%
Cc1cc2ccccc2n1-c1ccc(C(=O)N2CCC(C(=O)NCc3ccccc3Cl)CC2)s1,21.2%
COc1ccccc1-c1nc2nccc(-c3ccsc3)n2n1,?
CC1CCCCC1NC(=S)Nc1cccc2cnccc12 (centres undefined),-21.8%
CC1CCN(CCCNC(=O)CN2C(=O)CSc3ccc(S(=O)(=O)N4CCC(C)CC4)cc32)CC1,-1.7%
C/C(CC1CC2=C(CC1(C)C)C(C)(C)CCC2)=N\O (centres undefined),12.2%
COc1cccc(Cn2c(=O)n(Cc3ccccc3)c(=O)c3c2c2cc(OC)ccc2n3C)c1,-73.3%
c1cc(CNCCCN2CCCCC2)cs1,-9.8%
CCCc1c(C)nc(Nc2nc(C)c3cc(CC)ccc3n2)[nH]c1=O,6.0%
Cc1cc(Oc2nc3ccccn3c(=O)c2/C=C(\C#N)C(=O)NC2CCS(=O)(=O)C2)ccc1Cl (centres undefined),?
CCCCOc1ccc(NC(=O)C(C)C)c2cccnc12,9.7%
CC(=O)c1c(C)[nH]c(C)c1C,-10.3%
O=S(=O)(c1cccs1)N1CCCC(c2nc(-c3ccccc3)no2)C1 (centres undefined),-6.5%
Cc1ccc(OCCC2CCN(C(=O)CC(F)(F)F)C2)cc1 (centres undefined),-3.4%
CC(C)Cc1nnc(NC(=O)C2(c3cccc(F)c3)CCC2)s1,24.3%
COC(=O)c1nc(NC(=O)c2ccccc2Cl)n[nH]1,8.5%
CN1CCC(N[C@H]2CC(C)(C)[C@@H]3C[C@@](C)(O)CC[C@]23CCC(=O)N2CCOCC2)CC1,-24.3%
Cn1c(SCC(=O)Nc2ccc(NC(=O)c3ccccc3)cc2)nnc1-c1ccncc1,22.4%
CS(=O)(=O)Cc1ccc(C(=O)OCc2ccc(Cl)cc2)cc1,6.6%
CC(C)(C)CCN1CC(Oc2cccc(C(=O)N3CCOCC3)c2)C1,-22.7%
CC(C)c1ccccc1NC(=O)Cn1cccc1-c1nc(-c2ccccc2)no1,?
Cc1c(Cl)cccc1NC(=O)Cn1nc(C)c2ccccc2c1=O,4.6%
CCC(C)c1ccc(C(N)C(C)C)cc1 (centres undefined),17.1%
COCc1noc([C@@H]2CN(C(=O)Cc3ccccc3)C[C@H]2CO)n1,24.0%
O[C@@H]1C[C@@H](c2nc(-c3ccc(F)cc3)no2)N(CC2CCCCC2)C1,15.3%[86.2 µM]
O=C(c1cccc(F)c1)N1CCCC(Cc2noc(-c3ccccc3)n2)C1 (centres undefined),-23.0%
CC1CCC(NC(=O)CN2C(=O)NC3(CCCCC3)C2=O)CC1 (centres undefined),-8.5%
Cc1cc(C)n(CCC(=O)N2CC(Oc3cccc(-c4nc(-c5ccccc5)no4)c3)C2)n1,-20.2%
CCOC(=O)c1c(-c2ccccc2)csc1NC(=O)c1cc(-c2cccc(Cl)c2)on1,-2.5%
CC1(C)CC(C(CC(=O)N2CCCC2)Cc2ccccc2)CCO1 (centres undefined),37.4%
CCOCCCNC(=O)CSCc1nc(-c2cccc(OC)c2)oc1C,-2.3%
CN(C)C(=O)C1CCc2nnc(C3CCN(C(=O)Nc4ccc(Cl)cc4)CC3)n21 (centres undefined),-4.2%[115 µM]
CC(NS(=O)(=O)Cc1ccccc1)c1cccs1 (centres undefined),13.6%
Cc1c(NC(=S)N/N=C/c2ccc(Br)cc2)c(=O)n(-c2ccccc2)n1C,-36.9%
CCOc1ccc(NC(=O)N2CCN(C)C3(CCC(=O)N(C)CC3)C2)cc1 (centres undefined),20.0%

# A stretch of the results above, for reference:
SMILES,KDM5B inhibitor
COC(=O)c1nc(NC(=O)c2ccccc2Cl)n[nH]1,8.5%
CN1CCC(N[C@H]2CC(C)(C)[C@@H]3C[C@@](C)(O)CC[C@]23CCC(=O)N2CCOCC2)CC1,-24.3%
Cn1c(SCC(=O)Nc2ccc(NC(=O)c3ccccc3)cc2)nnc1-c1ccncc1,22.4%

# Back to the main list; the two compounds before the break are reprinted first.
SMILES,KDM5B inhibitor
Cc1c(NC(=S)N/N=C/c2ccc(Br)cc2)c(=O)n(-c2ccccc2)n1C,-36.9%
CCOc1ccc(NC(=O)N2CCN(C)C3(CCC(=O)N(C)CC3)C2)cc1 (centres undefined),20.0%
CC(C)CC(=O)Nc1ccc2oc(-c3cccnc3)nc2c1,254.1%[activator]
COc1cc([N+](=O)[O-])ccc1NC(=O)N1CCC2(CC1)Nc1ccccc1-n1cccc12,-18.0%
O=C(c1cnn(-c2ccccc2)c1-n1cccc1)N1CCN(c2ccccc2)CC1,20.0%
COc1ccc(-c2cc(C(=O)NCc3cc(OC)c(OC)c(OC)c3)[nH]n2)cc1,24.0%
CC(=O)NCCC(=O)N(C)CC(=O)Nc1ccccc1C(F)(F)F,13.5%
Cn1nc(C(=O)NC[C@@H]2C[C@H](F)CN2)cc1-c1cccs1,17.7%
CCCCNC(=O)C1CCN(c2nc3ccccc3nc2C(F)(F)F)CC1,-15.5%
CCC(CC)NC(=O)CN(c1ccccc1OC)S(=O)(=O)c1cccs1,30.4%
CC(C)N1C[C@H](O)C[C@H]1c1nc(-c2ccc(C(F)(F)F)cc2)no1,?
CN(CC1CCOC1)S(=O)(=O)c1ccccc1C(F)(F)F (centres undefined),28.5%
O=C(NCCc1nc2ccccc2[nH]1)C1CC(=O)N(c2n[nH]c3ccccc23)C1 (centres undefined),-15.9%
CCOc1ccc(C(C)NC(=O)C2CCCN(c3cnc4nccnc4c3)C2)cc1 (centres undefined),-5.7%
CCO[C@H]1CN(C(=O)Cc2nc(C)sc2C)C[C@@H]1O,7.8%
CC1=C(C(=O)OC(C)C)C(c2ccc(Cl)cc2Cl)CC(=O)N1 (centres undefined),13.8%
Cc1ccc(NC(=S)NCc2ccccc2Cl)cc1,7.5%
Cc1oc2ncn(C)c(=O)c2c1C(=O)NC(C)c1ccccc1 (centres undefined),-17.6%
CN(Cc1ccccc1)Cc1cn([C@H]2CO[C@H]3[C@@H]2OC[C@@H]3NCc2ccccc2)nn1,-13.3%[86.2 µM]
CN(Cc1ccc(Cl)cc1)C(=O)c1ccc2ccccc2n1,-14.9%
CC(C)NC(=O)C1CCCN1c1nc2ncccc2o1 (centres undefined),-19.2%[86.2 µM]
CN(Cc1ccc(C(=O)NCC(F)(F)F)cc1)C(=O)Nc1ccccc1,30.3%

# Ordered by molecular weight (highest first): 7 of the compounds above
SMILES,KDM5B inhibitor
COc1ccc(C2C(C(=O)Nc3ccc(C)cc3C)=C(C)Nc3nc(SCc4cccc(C)c4)nn32)c(OC)c1 (centres undefined),-14.6%
Cc1cc2ccccc2n1-c1ccc(C(=O)N2CCC(C(=O)NCc3ccccc3Cl)CC2)s1,21.2%
CCOC(=O)c1c(-c2ccccc2)csc1NC(=O)c1cc(-c2cccc(Cl)c2)on1,-2.5%
COc1cc([N+](=O)[O-])ccc1NC(=O)N1CCC2(CC1)Nc1ccccc1-n1cccc12,-18.0%
CN(Cc1ccccc1)Cc1cn([C@H]2CO[C@H]3[C@@H]2OC[C@@H]3NCc2ccccc2)nn1,-13.3%[86.2 µM]
CC(C)N1C[C@H](O)C[C@H]1c1nc(-c2ccc(C(F)(F)F)cc2)no1,?
Cc1ccc(NC(=S)NCc2ccccc2Cl)cc1,7.5%

# Remaining list, next part.
SMILES,KDM5B inhibitor
CCOCc1nc(C2CCCN(C(=O)Cc3cccc(F)c3)C2)no1 (centres undefined),-7.2%
COc1ccc2[nH]c(C(=O)N3CCC4(CC3)c3nc[nH]c3CCN4C)cc2c1,28.2µM*
CCc1cccc(CC)c1NC1=NS(=O)(=O)c2ccccc21,1.9%
COC(=O)C1=C(C)Nc2nc3ccccc3n2C1c1cccc(C)c1 (centres undefined),-9.8%
O=C1NC(NS(=O)(=O)c2ccccc2)(C(F)(F)F)C(=O)N1c1ccc(F)cc1 (centres undefined),-1.0%
CCCOc1ccc(NC(=O)Cc2ccc(OC)cc2)c2cccnc12,?
Cn1ccnc1CN[C@@H]1C[C@H](CO)[C@@H](O)[C@H]1O,-3.2%[115 µM]
O=C(CCn1ccc(=O)[nH]c1=O)N1CCC(c2[nH]ncc2-c2ccccc2)CC1,-12.3%
COc1ccc(CCN2CC(NC(=O)c3csc(C)n3)CC2=O)cc1 (centres undefined),-9.9%
O=C(Nc1ccc(F)cc1F)N1CCC(CCNC(=O)C2(c3ccccc3)CC2)CC1,17.0%
O=C(NC1CC1)c1cccc(NC(=O)c2cn(-c3ccccc3)nc2-c2cccnc2)c1,?
CN1C(=O)c2cccn2CC1CNC(=O)c1ccccc1 (centres undefined),-17.8%
COc1ccc(CN(C(=O)c2ccc(S(=O)(=O)N(C)C)cc2)C(C)Cc2cccs2)cc1 (centres undefined),-3.7%
O=C1NC(c2ccccc2Cl)=N/C1=C/c1ccco1,-4.1%
CCOc1ccc(CCNC(=O)c2nn(C)c3c2CSc2ccccc2-3)cc1,?
CC(=O)c1c(SCC(=O)Nc2ccc(F)cc2)nc(=O)[nH]c1C,-12.6%
O=C(Cn1cccc1-c1nc(-c2ccc(F)cc2)no1)Nc1ccc(Cl)cc1,6.5%
COc1cccc(CN2C[C@@H]3C(=O)N(CCN4CCc5ccccc5C4)C(=O)[C@@H]3C2)c1,?
O=C1NC(C(=O)Nc2ccccc2F)Cn2cccc21 (centres undefined),-9.9%
Cc1ccc(Nc2nc3ccc(C(=O)c4ccccc4)cc3n3c(C)nnc23)c(C)c1,-8.3%
O[C@H]1CC[C@@H](Cc2cc(-c3ccc(F)cc3)on2)O[C@@H]1CNC1CCNCC1,-12.5%[86.2 µM]
COc1ccc(CNC(=O)Cn2c(-c3ccc(F)cc3)nc(C)cc2=O)cc1OC,-3.1%
Cc1ccc(C)c(OCC(O)Cn2cnc3c2c(=O)n(C)c(=O)n3C)c1 (centres undefined),-9.9%
CN(C)CCN(CC(=O)OC(C)(C)C)C(=O)/C=C/c1ccccc1F,20.1%
COc1cc(C(=O)/C=C/c2ccc(Cl)cc2Cl)ccc1OCC(=O)O,-21.0%
COCc1nnc2n1CCC(NC(=O)c1ccoc1)CC2 (centres undefined),?
COc1cc(OC)cc(C(=O)N2CC(=O)Nc3ccc(Cl)cc3C2c2ccccc2)c1 (centres undefined),-17.3%
O=C(COC(=O)c1cc(=O)c2ccccc2o1)Nc1cc(C(F)(F)F)ccc1Cl,?
O=C(c1cccc(Cn2cccn2)c1)N1CCCC(OCc2cccnc2)C1 (centres undefined),14.9%
Fc1ccc(-c2nc3nccc(-c4ccsc4)n3n2)cc1Cl,?
O=C(c1nc(-c2cccc(C(F)(F)F)c2)c2cnccn12)N1CCCC1,31.6µM*
O=C(N[C@@H]1CN(Cc2cccc(F)c2)C[C@H]1CO)c1ccccc1,-1.6%
COc1cc(Cc2cc(N)nc(N)n2)cc(OC)c1OC,2.4%
Cn1ccnc1C(=O)N1CCC2(CC1)CC(N(Cc1ccccc1)C1CC1)CCO2 (centres undefined),-27.6%
Nc1nc(N2CCN(Cc3ccc(Cl)cc3)CC2)c2[nH]cnc2n1,-4.0%
CCOc1ccc(-n2cnc3sc4c(c3c2=O)CCCC4)cc1,5.6%&-4.0%
COc1ccc(NC(=O)c2ccc(Cl)cc2)c[n+]1[O-],9.6%
COc1cc(C(=O)Nc2cccc(-c3nc4cc(C)ccc4o3)c2)cc(OC)c1OC,1.6%
Cc1cccc(N2CCN(C(=O)c3c(C)oc4ncnc(N5CCOCC5)c34)CC2)c1C,7.0%
CN1CCCCCCN(C(=O)NC2CCCCC2)CCC1=O,2.2%
CN(C)c1ccc(CN[C@H]2CC(C)(C)[C@@H]3C[C@@](C)(O)CC[C@]23CCC(=O)NCCc2c[nH]c3ccccc23)cc1,-28.8%
CC(=O)NCCc1ncc(C)n1C1CCCCC1,-11.8%
CC(=O)NCCNC(=O)[C@@H]1Cc2cn(Cc3c(C)noc3C)c3cccc(c23)[C@H](CC(C)C)N1,-25.7%
CN(Cc1ccc(C(N)=O)cc1)Cc1cccs1,5.5%
O=C(OCc1nc2ccccc2o1)c1ccccc1Br,8.0%
COc1cccc(-n2cc(C(=O)Nc3cc(OC)c(OC)c(OC)c3)c3ccccc3c2=O)c1,-23.5%
CCC(C)NC(=O)Cn1nc2c(cc1=O)CCCCC2 (centres undefined),-2.0%
O=C(CCCn1ccnc1)N[C@@H]1COCC[C@@H]1OCc1cscn1,45.3%
COc1ccccc1OCC(=O)Nc1ccc2c(c1)OCCO2,23.2%
CC1CCN(c2ncncc2-c2nc(-c3ccccc3)no2)CC1,-25.4%
Cc1oc(-c2cccc(C(F)(F)F)c2)cc1C(=O)NC(C)C,-1.2%
Nc1cccc(Oc2ccc3c(c2)C(=O)N(CC2CCCO2)C3=O)c1 (centres undefined),-21.3%
FC(F)(F)c1cnc(Sc2ncnc3sccc23)c(Cl)c1,-22.8%
Cc1ccc(NC(=O)C(C#N)=C2CCC(C)CC2)cc1 (centres undefined),7.1%
CCN(CC)c1nc(N(C)C)nc(-n2cnc(SCc3ccccc3)n2)n1,-10.8%
Nc1nonc1C(=O)NCCNCc1ccccc1F,47.8%[activator]
CCc1nc(SC)ncc1C(=O)N1CCN(c2cc(C)ccc2C)CC1,?
Cc1cn2nc(C(=O)N3CCC(NC(=O)Cc4ccc(Cl)cc4)CC3)cc2c(=O)[nH]1,-27.2%
COc1ccccc1-c1cc(=O)c2cc(NC(=O)c3ccccc3Br)ccc2o1,-21.1%

# Only part of the results is shown. The share of hits here may be higher or lower than overall.
